Source: PubChem BioAssay (several laboratories)
PHOSPHO1 inh: PHOSPHO1 (human) inhibition. Q8TCT1. recombinant PHOSPHO1, absorbance phosphatase assay. inhibition, % at 13.3 µM. actives 1.1% (n = 290,000). AID 1565; in the data active = inhibition above about 60%
GPR7 antagonist: human neuropeptides B/W receptor 1 antagonism; P48145; GPR7-expressing cells, fluorescence antagonist assay; inhibition, % at 4.4 µM; actives 1.1% (n = 290,000); AID 1861; in the data active = inhibition above about 16%, passing the limit was not always enough;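 also: cells stimulated with the agonist NPW; 0% = agonist with vehicle and 100% = vehicle without agonist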
VIM-2 inh: blocks Pseudomonas aeruginosa VIM-2 metallo-beta-lactamase; actives 0.89% (n = 290,000); inhibition, % at 5.6 µM; purified VIM-2, nitrocefin hydrolysis, epi-absorbance fluorescence;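 active = inhibition above the mean of all tested compounds plus 3 SD, cutoff set per screening run, cut at about 7.5% in these data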;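 also: red hydrolysis product quenches plate fluorescence so inhibitors raise well fluorescence; 0% = enzyme with DMSO and 100% = DMSO without enzyme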
IMP-1 inh: inhibitors of Pseudomonas aeruginosa IMP-1 metallo-beta-lactamase | purified IMP-1, nitrocefin hydrolysis, epi-absorbance fluorescence | inhibition, % at 5.6 µM | actives 0.45% (n = 290,000);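 active = inhibition above the mean plus 3 SD of all compounds in the same screening run, cut at about 4.5% in these data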;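 also: 0% = IMP-1 with DMSO and 100% = DMSO wells lacking enzyme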
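Assay system: purified recombinant IMP-1 beta-lactamase. Input: IMP-1 0.2 nM before substrate addition. Buffer or medium: Zinc- and detergent-supplemented HEPES buffer, pH 7.1. Schedule: 25 °C, 15 min preincubation, 25 min reaction. Signal: Epi-absorbance fluorescence, 480 nm excitation, 530 nm emission. Evaluation: percent inhibition from optical density relative to buffer-blank wells.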
NALP1 yeast inh: inhibitors of NALP1 inflammasome in yeast | actives 0.61% (n = 280,000) | S. cerevisiae NALP1/ASC/caspase-1 growth, X-gal OD620, 72 h | AID 2071 | inhibition, % at 10 µM; in the data active = inhibition mostly above about 24%, no sharp cut-off; inactive = mostly below about 32%; also: some compounds called inactive have numbers as strong as hits
pCIP destab: p/CIP protein destabilization; Q05BA5; actives 0.01% (n = 290,000); decrease of EGFP signal, % at 10 µM; AID 1984; F442A p/CIP-EGFP cells, EGFP fluorescence, 16 h;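 active = EGFP signal decrease of at least 30% at 10 µM or well 3 SD below plate mean, unless failing retest; inactive = the rest, including hits failing retest or dose response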; also: some compounds called inactive have numbers as strong as hits; many of its hits are not listed in these tables
Target sequence (Q05BA5 1-1403): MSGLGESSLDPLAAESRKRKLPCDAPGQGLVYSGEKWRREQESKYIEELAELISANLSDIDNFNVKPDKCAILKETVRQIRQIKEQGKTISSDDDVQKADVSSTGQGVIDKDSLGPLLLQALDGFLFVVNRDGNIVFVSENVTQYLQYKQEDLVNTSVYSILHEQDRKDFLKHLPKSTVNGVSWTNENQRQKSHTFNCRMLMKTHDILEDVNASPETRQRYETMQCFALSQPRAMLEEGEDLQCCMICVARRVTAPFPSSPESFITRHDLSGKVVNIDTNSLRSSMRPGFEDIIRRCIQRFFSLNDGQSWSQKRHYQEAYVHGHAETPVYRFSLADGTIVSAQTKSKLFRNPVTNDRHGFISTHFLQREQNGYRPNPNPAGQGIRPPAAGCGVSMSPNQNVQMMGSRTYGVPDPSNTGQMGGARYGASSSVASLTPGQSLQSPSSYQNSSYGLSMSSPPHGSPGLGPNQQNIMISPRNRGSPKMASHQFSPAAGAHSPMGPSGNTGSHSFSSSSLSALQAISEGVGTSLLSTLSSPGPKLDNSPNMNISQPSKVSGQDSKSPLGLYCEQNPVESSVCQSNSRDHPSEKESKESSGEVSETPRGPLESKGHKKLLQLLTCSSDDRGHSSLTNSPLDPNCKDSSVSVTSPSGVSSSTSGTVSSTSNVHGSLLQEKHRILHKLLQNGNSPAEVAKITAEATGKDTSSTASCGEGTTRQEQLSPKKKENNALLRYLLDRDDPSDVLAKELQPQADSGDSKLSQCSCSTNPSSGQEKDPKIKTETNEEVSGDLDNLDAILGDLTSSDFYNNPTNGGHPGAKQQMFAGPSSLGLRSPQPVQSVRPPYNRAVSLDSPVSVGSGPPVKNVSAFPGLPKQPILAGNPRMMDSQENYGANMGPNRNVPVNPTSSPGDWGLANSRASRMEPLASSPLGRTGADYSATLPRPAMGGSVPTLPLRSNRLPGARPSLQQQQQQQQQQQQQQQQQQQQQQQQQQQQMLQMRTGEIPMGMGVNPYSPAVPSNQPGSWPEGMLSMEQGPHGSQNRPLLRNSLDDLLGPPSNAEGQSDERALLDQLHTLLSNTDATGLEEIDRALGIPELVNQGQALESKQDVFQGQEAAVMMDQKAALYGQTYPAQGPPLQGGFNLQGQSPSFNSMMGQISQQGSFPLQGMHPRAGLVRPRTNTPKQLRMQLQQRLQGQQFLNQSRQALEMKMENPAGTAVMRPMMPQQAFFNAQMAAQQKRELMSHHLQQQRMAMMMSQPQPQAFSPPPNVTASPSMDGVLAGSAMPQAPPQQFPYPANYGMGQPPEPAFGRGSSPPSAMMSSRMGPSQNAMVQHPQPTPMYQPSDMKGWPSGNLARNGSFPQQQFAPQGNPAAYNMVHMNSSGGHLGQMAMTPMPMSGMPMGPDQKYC
IDE cell activ: boosts human insulin-degrading enzyme activity in HEK cells; FAbeta-B cleavage, fluorescence polarization; 0% vehicle, 100% cell-free pure enzyme wells; activation, % at 5.96 µM; actives 0.073% (n = 340,000); AID 493087;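 active = activation above the mean of all tested compounds plus 3 SD, set per screening campaign, cut at about 17% in these data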
PfM18AAP inh: blocks P. falciparum M18 aspartyl aminopeptidase. recombinant PfM18AAP, H-Glu-NHMec fluorogenic cleavage. inhibition, % at 7.35 µM. actives 1.2% (n = 290,000). AID 1822;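 active = inhibition above the campaign mean inhibition over all tested compounds plus 3 SD, cut at about 28% in these data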;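 also: 0% = plate median of test compound wells and 100% = 2 mM ZnCl2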
IDE cell inh: inhibitors of human insulin-degrading enzyme in cells. inhibition, % at 5.59 µM. actives 0.41% (n = 320,000). P14735. HEK cells, FAbetaB cleavage, fluorescence polarization;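 active = percent inhibition above the average of all tested compounds plus 3 SD, set per screening campaign, cut at about 16% in these data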;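 also: IDE supplied by intact live HEK cells; FP after avidin binding of uncleaved biotin substrate so inhibition keeps polarization high; 0% = DMSO wells and 100% = 60 µM reference IDE inhibitor Ii1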
Starred values were filed as active, the others as inactive.

`CN1CCN(c2ncnc3c2sc2nc(N4CCOCC4)c4c(c23)CCC4)CC1` gave GPR7 antagonist -2, VIM-2 inh 6.8, IMP-1 inh -2.8 and PfM18AAP inh 1.
Screening Cc1[nH]c(C)c(S(=O)(=O)NCc2ccccc2Cl)c1C(=O)N1CCCC1 returned PHOSPHO1 inh 34, GPR7 antagonist 20, VIM-2 inh 1.9, IMP-1 inh 0.8, NALP1 yeast inh 29, pCIP destab 8, IDE cell activ 0, PfM18AAP inh 13 and IDE cell inh 5.
Cc1c(Cl)cccc1NC(=O)CCC(=O)N/N=C/c1ccco1 was read as PHOSPHO1 inh 33, GPR7 antagonist 4, VIM-2 inh 2.9, IMP-1 inh -1.0, NALP1 yeast inh 26, pCIP destab 1, IDE cell activ 2 and PfM18AAP inh -4.
`COc1ccc(Cc2nnc(SCC(=O)NC(C)c3ccccc3)o2)cc1` (stereo not drawn) gave PHOSPHO1 inh 7, GPR7 antagonist -1, VIM-2 inh -0.8, IMP-1 inh 0.9, NALP1 yeast inh 6, pCIP destab -4, IDE cell activ -1, PfM18AAP inh -1 and IDE cell inh 3.
`CCCCC(CCC(=O)Nc1ccccc1C(=O)OCC)C(=O)O` (stereo not drawn) gave PHOSPHO1 inh 6, GPR7 antagonist -4, VIM-2 inh 0.0, IMP-1 inh -1.1, NALP1 yeast inh 27, pCIP destab -15, IDE cell activ 2, PfM18AAP inh -6 and IDE cell inh -3.
For Cc1nc(C(F)(F)F)nc(Nc2ccc(N=Nc3ccccc3)cc2)c1C#N the results were PHOSPHO1 inh 6, GPR7 antagonist 4, VIM-2 inh -1.4, IMP-1 inh -1.9, NALP1 yeast inh 26, pCIP destab -5, IDE cell activ 1, PfM18AAP inh 5 and IDE cell inh 4.
O=C(Nc1ccncc1)c1cc(-c2ccccn2)nc2ccc(Br)cc12 was read as PHOSPHO1 inh 42, GPR7 antagonist -8, VIM-2 inh -3.3, IMP-1 inh -2.6, NALP1 yeast inh 1, pCIP destab 8, IDE cell activ 3, PfM18AAP inh 0 and IDE cell inh -2.
O=c1[nH]c2ccccc2c(=O)n1CCCO was read as PHOSPHO1 inh -9, GPR7 antagonist -2, VIM-2 inh -0.9, IMP-1 inh 1.6, NALP1 yeast inh -3, pCIP destab -16, IDE cell activ -4, PfM18AAP inh 7 and IDE cell inh 4.
For Cc1cc(C)nc(SCc2cnc(C)nc2N)n1 the results were PHOSPHO1 inh -10, GPR7 antagonist -8, VIM-2 inh -0.5, IMP-1 inh -3.0, NALP1 yeast inh -5, pCIP destab 2, IDE cell activ -1, PfM18AAP inh -1 and IDE cell inh 9.
Screening O=C(CSc1nnnn1-c1ccccc1)c1cc2ccccc2oc1=O returned PHOSPHO1 inh 7, GPR7 antagonist -3, VIM-2 inh -0.1, IMP-1 inh -0.9, NALP1 yeast inh 37, pCIP destab 4, IDE cell activ 6, PfM18AAP inh 14 and IDE cell inh -6.
For COC(=O)NCC(c1ccco1)N1CCN(c2ccccc2)CC1 (stereo not drawn) the results were PHOSPHO1 inh 42, GPR7 antagonist -9, VIM-2 inh -1.5, IMP-1 inh -3.3, NALP1 yeast inh 14, pCIP destab 11, IDE cell activ -4, PfM18AAP inh 7 and IDE cell inh 10.
For O=C(CN1C(=O)N/C(=C\c2ccccc2OCc2ccc(C(=O)O)cc2)C1=O)Nc1ccccc1F the results were PHOSPHO1 inh 35, GPR7 antagonist -6, VIM-2 inh -1.8, IMP-1 inh -1.7, NALP1 yeast inh 6, pCIP destab -4, IDE cell activ 4, PfM18AAP inh 3 and IDE cell inh -8.
`O=C(c1ccco1)N1CCN(C(=O)c2[nH]ncc2[N+](=O)[O-])CC1` gave PHOSPHO1 inh -6, GPR7 antagonist 12, VIM-2 inh -0.6, IMP-1 inh -1.5, NALP1 yeast inh 30, pCIP destab -10, IDE cell activ 5, PfM18AAP inh 21 and IDE cell inh 1.
`O=C(NCCc1ccccc1)Nc1cccc(Cl)c1` gave PHOSPHO1 inh 3, GPR7 antagonist -11, VIM-2 inh -0.9, IMP-1 inh -3.3, NALP1 yeast inh 38, pCIP destab 0, IDE cell activ -3, PfM18AAP inh 0 and IDE cell inh 4.
Screening Cc1ccc([N+](=O)[O-])cc1-c1ccc2cccc(C)c2n1 returned PHOSPHO1 inh -6, GPR7 antagonist -10, VIM-2 inh -3.9, IMP-1 inh -1.4, NALP1 yeast inh 12, pCIP destab 4, IDE cell activ 6, PfM18AAP inh -9 and IDE cell inh 0.
Nc1ccc2nn(-c3ccccc3)nc2c1 was read as PHOSPHO1 inh 8, GPR7 antagonist -7, VIM-2 inh 4.0, IMP-1 inh -0.4, NALP1 yeast inh -11, pCIP destab -22, IDE cell activ -1 and PfM18AAP inh -3.
For Cc1ccc(S(=O)(=O)CC(CN2CCCCC2)N2CCCCC2)cc1 (stereo not drawn) the results were PHOSPHO1 inh 50, GPR7 antagonist 3, VIM-2 inh 1.2, IMP-1 inh -2.8, NALP1 yeast inh -7, pCIP destab -2, IDE cell activ 2 and PfM18AAP inh -18.
For CCC(C)[C@H](NC(=O)NCc1ccccc1Cl)C(=O)OC (stereo partly drawn) the results were PHOSPHO1 inh 3, GPR7 antagonist -6, VIM-2 inh -0.9, IMP-1 inh -0.4, NALP1 yeast inh -9, pCIP destab -5, IDE cell activ 7, PfM18AAP inh 1 and IDE cell inh 6.
For COc1cc2c(cc1OC)C(C)N(C(=O)c1sc(-c3cnccn3)nc1C)CC2 (stereo not drawn) the results were PHOSPHO1 inh -25, GPR7 antagonist -5, VIM-2 inh -5.2, IMP-1 inh -4.2, pCIP destab -3, PfM18AAP inh 4 and IDE cell inh 2.
`O=C(CCCOc1ccccc1)NCC1CCCO1` (stereo not drawn) gave PHOSPHO1 inh 26, GPR7 antagonist -15, VIM-2 inh -2.0, IMP-1 inh -3.2, NALP1 yeast inh -5, pCIP destab -9, IDE cell activ 1, PfM18AAP inh 2 and IDE cell inh -1.
`COc1ccc(CCNC(=O)COC(=O)COc2c(C)cc(C)cc2C)cc1OC` gave GPR7 antagonist 2, VIM-2 inh -0.9, IMP-1 inh -1.7, NALP1 yeast inh 6, pCIP destab 2, IDE cell activ -3, PfM18AAP inh 1 and IDE cell inh -3.
`CC1(C)CC(=O)C2=C(C1)OC(N)=C(C#N)C21CCC2(CC1)OCCO2` gave PHOSPHO1 inh 2, GPR7 antagonist 10, VIM-2 inh -2.0, IMP-1 inh -0.5, NALP1 yeast inh 9, pCIP destab 0, IDE cell activ -1, PfM18AAP inh 8 and IDE cell inh 0.
`Cc1cccnc1CCNC(=O)c1ccc(OC2CCN(Cc3ccccn3)CC2)cc1` gave PHOSPHO1 inh 18, GPR7 antagonist -14, VIM-2 inh -1.9, IMP-1 inh -6.6, NALP1 yeast inh 2, pCIP destab -8, IDE cell activ 0, PfM18AAP inh 0 and IDE cell inh 6.
Screening Cc1ccccc1OC(C)C(=O)Nc1ccc2c(c1)OCCO2 (stereo not drawn) returned PHOSPHO1 inh 14, GPR7 antagonist 0, VIM-2 inh -1.5, IMP-1 inh -2.1, NALP1 yeast inh 11, pCIP destab 1, IDE cell activ 0, PfM18AAP inh 5 and IDE cell inh 1.
For COC(=O)Nc1ccc(S(=O)(=O)N2CCCC(C(=O)Nc3cccc4c3OCCO4)C2)cc1 (stereo not drawn) the results were PHOSPHO1 inh 16, GPR7 antagonist -7, VIM-2 inh -1.9, IMP-1 inh 0.8, NALP1 yeast inh 1, pCIP destab -5, IDE cell activ 1, PfM18AAP inh 2 and IDE cell inh -6.
O=C(NCC(=O)N1CCCC1)c1ccc(Br)o1 was read as PHOSPHO1 inh 36, GPR7 antagonist 10, VIM-2 inh -3.0, IMP-1 inh -2.9, NALP1 yeast inh 20, pCIP destab 1, IDE cell activ -1 and PfM18AAP inh -6.
Screening COCCCNC(=O)c1cc2cc([N+](=O)[O-])cc(OC)c2oc1=O returned PHOSPHO1 inh 28, GPR7 antagonist 1, VIM-2 inh 2.0, IMP-1 inh 1.3, NALP1 yeast inh -29, pCIP destab 14, IDE cell activ 0, PfM18AAP inh 11 and IDE cell inh -2.
`CC(C)C(=O)Nc1ccc(-c2ccc3nncn3n2)cc1` gave PHOSPHO1 inh -11, GPR7 antagonist -22, VIM-2 inh -0.8, IMP-1 inh -0.9, NALP1 yeast inh 14, pCIP destab 9, IDE cell activ 6, PfM18AAP inh 1 and IDE cell inh 8.
For Cc1nc(=O)c(-c2ccccc2)c(C)n1CCCO the results were PHOSPHO1 inh 17, GPR7 antagonist -2, VIM-2 inh -2.4, IMP-1 inh -2.6, NALP1 yeast inh 1, pCIP destab 7, IDE cell activ 4, PfM18AAP inh 9 and IDE cell inh -4.
CC1CCN(CCc2nc3cc(NC(=O)COc4ccc(Cl)cc4)ccc3n2C)CC1 was read as PHOSPHO1 inh 54, GPR7 antagonist 2, VIM-2 inh -6.3, IMP-1 inh -2.9, NALP1 yeast inh -6, pCIP destab 3, IDE cell activ 3, PfM18AAP inh 3 and IDE cell inh 2.
Screening CCc1ccc(-c2ccc(SCc3ccccn3)nn2)cc1 returned PHOSPHO1 inh 8, GPR7 antagonist 1, VIM-2 inh -1.3, IMP-1 inh -2.0, NALP1 yeast inh 23, pCIP destab 12, IDE cell activ -3, PfM18AAP inh 1 and IDE cell inh -2.
`Nc1c(C(=O)O)sc2nc(-c3ccccc3)c3c(c12)CCCC3` gave PHOSPHO1 inh -1, GPR7 antagonist -7, VIM-2 inh -2.4, IMP-1 inh -1.7, NALP1 yeast inh 18, pCIP destab -8, IDE cell activ -6, PfM18AAP inh 5 and IDE cell inh 2.
For Cn1c(=O)cc(SCC(=O)Nc2ccc3c(c2)OCO3)c2ccccc21 the results were PHOSPHO1 inh 14, GPR7 antagonist 0, VIM-2 inh -2.8, IMP-1 inh -2.4, NALP1 yeast inh 0, pCIP destab -8, IDE cell activ 5, PfM18AAP inh -6 and IDE cell inh 5.
Screening N=c1c2c3c(sc2nc2n1CCC2)CCCC3 returned PHOSPHO1 inh -4, GPR7 antagonist -11, VIM-2 inh 4.9, IMP-1 inh -6.5, NALP1 yeast inh -3, pCIP destab -12, IDE cell activ 2, PfM18AAP inh -7 and IDE cell inh -2.
`Cc1ccccc1N(C(=O)c1csnn1)C(C(=O)NC(C)(C)C)c1ccncc1` (stereo not drawn) gave PHOSPHO1 inh 34, GPR7 antagonist -5, VIM-2 inh -0.8, IMP-1 inh -2.9, NALP1 yeast inh 1, pCIP destab -9, IDE cell activ 7, PfM18AAP inh -1 and IDE cell inh -5.
For O=C(Nc1nnc(-c2ccccc2)o1)c1cccc(N2C(=O)CCC2=O)c1 the results were PHOSPHO1 inh -8, GPR7 antagonist 1, VIM-2 inh -2.0, IMP-1 inh -3.6, NALP1 yeast inh 28, pCIP destab -1, IDE cell activ 1, PfM18AAP inh -1 and IDE cell inh 7.
CC(/C=C1\SC(=S)N(CCC(=O)Nc2ccccc2O)C1=O)=C\c1ccccc1 was read as PHOSPHO1 inh 48, GPR7 antagonist -13, VIM-2 inh -1.1, IMP-1 inh -0.4, NALP1 yeast inh 3, pCIP destab -11, IDE cell activ 2, PfM18AAP inh 5 and IDE cell inh -1.
